Screening results as filed in PubChem.
SUMO HTRF inh: SUMOylation inhibition | P63279 | HTRF SUMOylation assay, SAE1/SAE2 + UBC9, in vitro | inhibition, % at 35 µM | 0.36% of 290,000 active; in the data active = inhibition above about 50%, passing the limit was not always enough; note: strong numbers were not always called active
Target sequence (P63279 whole entry, looked up): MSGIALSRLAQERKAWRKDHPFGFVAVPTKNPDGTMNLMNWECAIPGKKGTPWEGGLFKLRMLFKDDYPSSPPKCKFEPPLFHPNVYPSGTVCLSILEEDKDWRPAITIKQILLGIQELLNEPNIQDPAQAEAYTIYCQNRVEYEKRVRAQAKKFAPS
VIM-2 inh: inhibitors of Pseudomonas aeruginosa VIM-2 metallo-beta-lactamase. 0.89% of 290,000 active. AID 1527. inhibition, % at 5.6 µM. purified VIM-2, nitrocefin hydrolysis, epi-absorbance fluorescence;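 active = inhibition above the mean of all tested compounds plus 3 SD, cutoff set per screening run, cut at about 7.5% in these data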;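 note: red hydrolysis product quenches plate fluorescence so inhibitors raise well fluorescence; 0% = enzyme with DMSO and 100% = DMSO without enzyme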
CRFBP-R2 block: CRF-BP/CRF-R2 complex antagonism; HEK293 CRF-R2/CRF-BP, CRF-induced calcium fluorescence; AID 588475; 0.59% of 350,000 active; inhibition, % at 11.8 µM;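 active = inhibition of the ligand-induced calcium signal above about 50% at the single tested concentration, limit read from the data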
IDE cell activ: activators of human insulin-degrading enzyme in cells; activation, % at 5.96 µM; 0.073% of 340,000 active; P14735; HEK cells, FAbeta-B cleavage, fluorescence polarization; 0% vehicle, 100% cell-free pure enzyme wells;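 active = activation above the mean of all tested compounds plus 3 SD, set per screening campaign, cut at about 17% in these data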
GalR3 antagonist: blocks the human galanin receptor 3; O60755; AID 651719; inhibition, % at 3 µM; HEK293 GalR3-CNG cAMP membrane potential fluorescence; galR3 body fused to GalR1 C-terminus; 0.44% of 360,000 active;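 active = inhibition above the screen-wide average plus 3 SD, cut at about 13% in these data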;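 note: forskolin and galanin both at EC90 stimulate the cells; cAMP rise reported by CNG channel membrane potential dye signal; 0% = forskolin plus galanin with DMSO and 100% = forskolin alone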
Target sequence (O60755 1-299 limits assumed): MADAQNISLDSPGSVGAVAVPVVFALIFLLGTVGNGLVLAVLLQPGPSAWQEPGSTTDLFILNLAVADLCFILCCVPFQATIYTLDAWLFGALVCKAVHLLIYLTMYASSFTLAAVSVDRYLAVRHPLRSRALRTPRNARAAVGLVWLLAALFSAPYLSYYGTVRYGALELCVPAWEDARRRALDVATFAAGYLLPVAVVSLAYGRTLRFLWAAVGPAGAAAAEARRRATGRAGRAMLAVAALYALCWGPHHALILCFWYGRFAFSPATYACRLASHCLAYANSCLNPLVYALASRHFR
p-CIP stab down: lowers stability of the mouse p/CIP coactivator protein; F442A p/CIP-EGFP cells, EGFP fluorescence, 16 h; decrease of EGFP signal, % at 10 µM; 0.01% of 290,000 active;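 active = EGFP signal decrease of at least 30% at 10 µM or well 3 SD below plate mean, unless failing retest; inactive = the rest, including hits failing retest or dose response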; note: some compounds called inactive have numbers as strong as hits; many of its hits are not listed in these tables
IDE cell inh: inhibits human insulin-degrading enzyme in HEK cells | P14735 | inhibition, % at 5.59 µM | AID 434962 | 0.41% of 320,000 active | FAbetaB cleavage, fluorescence polarization;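 active = percent inhibition above the average of all tested compounds plus 3 SD, set per screening campaign, cut at about 16% in these data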;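 note: IDE supplied by intact live HEK cells; FP after avidin binding of uncleaved biotin substrate so inhibition keeps polarization high; 0% = DMSO wells and 100% = 60 µM reference IDE inhibitor Ii1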
HCV NS3 hel inh: HCV NS3 helicase inhibition. 0.56% of 290,000 active. AID 1800. NS3 helicase DNA unwinding, Cy5 molecular beacon fluorescence. inhibition, % at 10.9 µM;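 active = inhibition above the mean of all tested compounds plus 3 SD, set per campaign, cut at about 35% in these data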;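 note: 0% = DMSO wells and 100% = thioflavine S control wells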
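Measured by: Cy5 fluorescence, 0 and 60 min reads / Assay system: NS3 helicase fragment of HCV / Control set: low DMSO, high thioflavine S at 110 µM / Times: 1 h reaction at 25 °C, ATP-initiated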
IMP-1 inh: inhibitors of Pseudomonas aeruginosa IMP-1 metallo-beta-lactamase. inhibition, % at 5.6 µM. AID 1556. 0.45% of 290,000 active. purified IMP-1, nitrocefin hydrolysis, epi-absorbance fluorescence;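 active = inhibition above the mean plus 3 SD of all compounds in the same screening run, cut at about 4.5% in these data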;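 note: 0% = IMP-1 with DMSO and 100% = DMSO wells lacking enzyme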
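System: Purified recombinant IMP-1 metallo-beta-lactamase enzyme | Measured by: Fluorescence quenching readout, ex 480/em 530 nm | Replication: Singlicate | Incubation: 15 min preincubation plus 25 min reaction at 25 °C | Evaluation: Percent inhibition from optical density relative to buffer-blank wells | Benchmarks: DMSO with and without IMP-1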
An asterisk follows results filed as active; . = no result given.

SMILES	SUMO HTRF inh	VIM-2 inh	CRFBP-R2 block	IDE cell activ	GalR3 antagonist	p-CIP stab down	IDE cell inh	HCV NS3 hel inh	IMP-1 inh
CC(=O)N/C(=N\OCc1ccccc1Cl)c1nonc1NC(C)=O	7.2	-1.7	3.7	-0.6	3.2	-1.6	1.5	4.0	-0.8
CC1CCc2sc(C(=O)N(C)CC(=O)Nc3cccc(F)c3)cc2C1 (stereo not given)	1.3	-1.6	-7.7	2.4	-0.9	-11.3	-3.8	-6.6	-0.8
CCCCN(CCCC)CCC(O)c1cc2c(Cl)cc(Cl)cc2c2cc(C(F)(F)F)ccc12 (stereo not given)	.	.	-18.9	8.5	-2.4	.	0.1	.	.
Cc1ccc(Nc2c(-c3ccc(N4CCOCC4)cc3)nc3ncccn23)cc1C	7.4	-0.7	-15.2	-4.9	1.7	-16.2	-1.8	-0.3	-0.6
CN(c1ccccc1C(=O)N1CCc2ccccc2C1)S(C)(=O)=O	8.1	-2.2	11.4	7.9	0.6	-2.3	1.2	8.9	-4.2
O=S(=O)(c1ccccc1)c1cnc2ccccc2c1	.	.	-2.5	6.4	-8.9	.	4.0	.	.
CCN(Cc1ccccc1)C(=O)c1c[nH]c2ccc(S(=O)(=O)N(C)CCC#N)cc2c1=O	3.9	-0.5	15.5	2.5	-11.1	6.7	8.7	-3.3	-2.0
Cc1cc(N)n(-c2ncnc3scc(-c4ccccc4)c23)n1	11.7	-0.3	-13.7	-3.2	-6.0	-5.6	-1.3	3.6	0.1
O=C(/C=C/c1c(F)cccc1Cl)N1CCc2ccccc2C1	-3.6	-2.9	-5.1	8.1	-7.5	-18.8	-2.3	4.6	-1.7
O=C(COc1nsnc1N1CCOCC1)Nc1cccc(Cl)c1	11.6	-1.9	13.4	2.2	-2.2	-8.1	-3.4	-9.5	-3.4
COc1cccc(CN2CCN(C3CCN(c4cccc(C)c4C)CC3)CC2CCO)c1 (stereo not given)	-19.7	-0.1	-20.5	-14.1	-3.0	-0.4	9.2	-39.4	-3.3
N#C/C(=C\c1cccc(OCC(=O)O)c1)c1nc2ccccc2[nH]1	6.2	-2.7	7.5	4.1	-8.6	-2.5	9.8	4.6	-2.6
COc1ccc(CC(=O)NNc2ncnc3c2cnn3C)cc1	3.5	-3.3	3.0	3.0	-2.9	-1.7	-2.9	-4.6	-2.0
COc1ccc(OC)c(C2=NOC(C(=O)NCCN3CCOCC3)C2)c1 (stereo not given)	12.0	-2.6	-19.9	-0.7	-2.6	-4.2	3.7	0.2	-3.8
CC1(C)Cc2c(c(-c3ccccc3)nc3[nH][nH]c(=O)c23)CO1	-15.1	-3.9	-4.8	-1.1	-7.0	-2.0	10.8	-0.3	-2.5
COC(=O)c1ccc(NC(=O)c2ccccc2)o1	17.0	-1.4	-10.3	0.3	-1.5	-30.3	-5.6	-0.6	1.2
CCCCOc1ccc([N+](=O)[O-])cc1C(=O)O	6.4	-1.9	12.2	2.1	16.7*	-5.4	-0.7	6.6	-2.8
COc1ccc(/C=C(\NC(=O)c2ccc(OC)cc2)C(=O)Nc2cccc(C(=O)O)c2)cc1	3.0	-1.5	1.0	-2.7	-8.4	1.0	.	4.8	-0.8
S=c1[nH]nc(CCc2ccccc2)n1-c1ccccc1	15.4	3.1	-20.6	2.9	-9.6	-12.1	2.7	-2.1	-3.3
O=C1C2C3C=CC(C4CC34)C2C(=O)N1CCc1ccccc1 (stereo not given)	65.0	-2.0	9.2	3.0	-10.5	3.8	6.5	5.1	-5.0
COc1ccc(N2CCN(CCC(N)=O)CC2)cc1	-4.8	0.5	8.6	2.5	2.1	-1.6	-4.7	5.1	0.8
COCC(=O)OCC(=O)Nc1cc(C(C)(C)C)nn1-c1ccccc1	-22.0	0.2	11.0	2.8	-7.5	6.8	4.8	4.9	-2.3
O=C(Cc1ccccc1)Nc1ccc(N2CCN(Cc3ccccc3F)CC2)cc1	-2.9	-0.7	-19.6	3.9	-5.3	-13.5	3.6	-2.2	-2.8
CCC1CSC(Nc2ccc(C(=O)/C=C/c3ccc(OC)c(OC)c3)cc2)=N1 (stereo not given)	-8.8	-5.3	-15.2	-0.7	-9.7	2.7	4.6	-16.1	-1.3
CNC(=O)c1ccc(CNC(=O)OCC(F)(F)F)cc1	13.8	-0.7	4.6	3.8	-5.8	-8.8	1.7	-0.9	-2.7
SMILES	SUMO HTRF inh	VIM-2 inh	CRFBP-R2 block	IDE cell activ	GalR3 antagonist	p-CIP stab down	IDE cell inh	HCV NS3 hel inh	IMP-1 inh
COc1ccc(N2CCN(C(=O)[C@H](C)NC(=O)c3ccccc3Cl)CC2)cc1	-0.8	-3.4	3.8	5.1	-10.9	-10.2	-7.1	-10.7	-0.5
Brc1cccc(CSc2nnc(-c3ccncc3)o2)c1	9.7	0.6	-18.4	1.7	0.9	5.1	-2.9	1.2	-1.9
CCN(CC)CC(=O)Nc1sc(C)cc1C(=O)c1ccc(C)cc1	0.5	-2.3	-11.7	0.5	-4.2	0.8	-2.3	-11.5	-2.9
CC1CCN(C(=O)COC(=O)Cn2cnc3c2c(=O)n(C)c(=O)n3C)CC1	.	.	8.2	3.3	-5.3	.	5.1	.	.
O=C(Cc1ccccc1)NCC(=O)N1CCC2(CC1)NCCc1[nH]cnc12	.	-4.3	-2.3	1.5	-5.2	-12.5	-2.1	-7.9	-0.8
COc1ccc(N(CC(=O)Nc2ccc(S(=O)(=O)N3CCCCC3)cc2)S(C)(=O)=O)cc1OC	17.1	-0.6	-16.1	4.8	-3.1	20.8	-4.1	-6.9	-3.1
CCCCCCCCC(=O)N/N=C(\C)c1ccc(O)cc1O	-9.3	-1.9	40.7	1.9	-5.9	-3.6	4.1	9.6	-0.8
O=S(=O)(c1ccc(Cl)cc1)N1CCCN(c2nc3ccc(Cl)cc3s2)CC1	4.8	-1.9	-11.3	-0.6	-0.6	-0.2	0.3	12.6	-1.2
Cc1cc(NC(=S)NC(=O)CC(C)C)ccc1Br	-21.8	-1.9	-52.5	2.1	-6.0	-5.2	-5.0	-7.8	-1.2
Cn1nc(CSc2ccccc2)c(C=O)c1Cl	19.8	-3.6	19.1	3.0	2.7	-10.4	3.1	1.8	-2.9
COc1cccc(C(=O)CN2C(=O)C(C)(C)Oc3ccc(C(=O)N4CCOCC4)cc32)c1	-2.2	-2.4	11.8	-0.8	-7.5	1.5	-0.1	7.6	-2.7
COc1ccc(C(=O)n2nnc3ccccc32)cc1Br	-8.6	-0.5	-18.7	1.6	.	-9.3	-3.8	3.9	-3.8
CCN(CC)S(=O)(=O)c1ccc(N=Cc2c(C)c(C#N)c(=O)n(C)c2O)cc1	-4.4	-1.8	2.7	-7.2	-3.5	7.0	4.8	-10.1	0.3
CCOc1ccc(N(CC(=O)O)S(=O)(=O)c2ccc(OC)c(OC)c2)cc1	-0.1	-4.4	-13.6	0.6	-1.0	8.5	-3.3	9.8	-4.0
O=c1n(Cc2ccccc2Cl)c2sc3c(c2c2ncnn12)CCCC3	3.8	.	9.6	-3.7	2.9	0.9	.	.	.
Cc1[nH]c(C(=O)O)c(C)c1C(=O)OC(C)C	-1.3	-4.1	9.6	-3.0	-0.9	-11.3	-2.2	1.4	-2.7
O=C(CCCN1C(=O)/C(=C\c2cccs2)SC1=S)NNC(=O)c1ccncc1	13.1	-2.3	-2.5	4.0	-1.1	3.3	-0.9	9.5	-4.0
Cn1c(=O)c2c(nc(Cl)n2CC(=O)N2CCCCC2)n(C)c1=O	-19.9	-1.6	-10.4	4.7	3.3	5.0	-5.2	2.4	-2.2
CCC(C)N(C(=O)CSc1nnc(-c2ccco2)n1C)C1CCS(=O)(=O)C1 (stereo not given)	.	.	0.0	-0.9	1.9	.	4.4	.	.
O=C(CCN1C(=O)C2C3C=CC(C3)C2C1=O)NCCc1ccccc1Cl (stereo not given)	9.7	-3.4	4.6	2.5	-3.3	0.2	12.6	-6.8	-2.5
Cc1ccc(S(=O)(=O)Nc2nnc(C(C)(C)C)s2)cc1	-2.3	-2.4	-6.2	-0.6	-4.6	0.0	.	7.9	-3.9
Cc1ccccc1OCCCC(=O)NCc1ccco1	-8.8	-5.6	0.6	2.3	-1.9	-7.8	0.9	-3.5	-2.0
COc1ccc(C(=O)Nc2ccc(-c3n[nH]c(=S)o3)cc2)cc1	4.4	-4.2	8.0	-1.1	-10.1	0.3	.	-5.3	-1.4
O=C(Cc1cccc(C(F)(F)F)c1)Nc1ccccc1N1CCCC1	-2.0	-1.0	8.3	7.1	-0.9	0.5	0.4	5.3	-2.6
O=S(=O)(c1ccccc1)N1CCC(Oc2ccc(-n3cnnn3)cc2)CC1	.	-2.8	17.4	2.0	1.9	-19.2	1.3	-6.1	3.7
SMILES	SUMO HTRF inh	VIM-2 inh	CRFBP-R2 block	IDE cell activ	GalR3 antagonist	p-CIP stab down	IDE cell inh	HCV NS3 hel inh	IMP-1 inh
C=C(C(=O)Nc1ccccc1)c1ccc(C)cc1	.	.	2.6	4.9	-6.9	.	4.4	.	.
CCCN(CCC)CC(O)CN(c1ccccc1)S(=O)(=O)c1ccc(C)cc1 (stereo not given)	4.4	-2.6	-1.9	3.8	-3.3	-9.3	5.7	-8.6	-2.4
O=C(CN1CCCCC1)Nc1ccc(N2CCCCCC2)cc1	-14.5	-2.1	-16.2	5.5	-6.1	-4.2	-2.9	-22.0	-3.4
Cc1cc2c(C)nc(N/N=C/c3ccc([N+](=O)[O-])cc3)nc2o1	29.6	-3.0	6.8	-0.8	5.3	3.7	10.0	21.1	-2.0
COc1ccc(C2CC(C(F)(F)F)n3nc(C(=O)Nc4c(C)n(C)n(-c5ccccc5)c4=O)c(Cl)c3N2)cc1 (stereo not given)	-0.1	0.2	.	.	.	-1.9	0.3	1.9	-3.0
C=CCn1c(Cc2ccc(OC(C)C)c(Cl)c2)nnc1SCC(N)=O	21.7	-0.2	14.6	3.7	0.7	-7.9	1.4	-2.1	0.7
COCCCNC(=O)c1cc2cc3cc(OC)ccc3nc2o1	40.6	-1.5	9.3	-2.0	-4.7	-9.8	0.2	-7.4	-1.8
CCc1cc(=S)n2c([nH]c3ccccc32)c1C#N	23.1	4.2	-2.5	-6.2	.	8.2	2.9	20.2	-1.3
CCN1C(=O)/C(=C\N(C)C)S/C1=N\S(=O)(=O)c1ccccc1	13.0	-2.1	-6.8	-0.8	3.6	0.8	2.5	7.5	-1.5
CCN1/C(=C\C=C2\C(=O)N(C)C(=S)N2C)Sc2ccccc21	-0.7	-1.3	-29.3	2.1	-3.5	0.6	0.2	30.8	-2.5
CCOc1ccc(C(=O)Nc2cc(NC(=O)c3ccc(OCC)c(Cl)c3)cc(C(=O)O)c2)cc1Cl	36.4	-2.3	-15.1	5.7	-4.3	1.1	.	17.1	-2.6

Structures above that contain a nitro group on carbon (two):
SMILES	SUMO HTRF inh	VIM-2 inh	CRFBP-R2 block	IDE cell activ	GalR3 antagonist	p-CIP stab down	IDE cell inh	HCV NS3 hel inh	IMP-1 inh
CCCCOc1ccc([N+](=O)[O-])cc1C(=O)O	6.4	-1.9	12.2	2.1	16.7*	-5.4	-0.7	6.6	-2.8
Cc1cc2c(C)nc(N/N=C/c3ccc([N+](=O)[O-])cc3)nc2o1	29.6	-3.0	6.8	-0.8	5.3	3.7	10.0	21.1	-2.0
